HSF1 inhib: HSF1 inhibition; hit rate 0.77% among 300,000; AID 2098; NIH3T3-HGL HSE-luciferase, MG132-induced, luminescence 8 h; hits give low values; activity change, negative = inhibition, % at 7.5 µM (by protocol);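 active means more than half of replicate wells show activity change below -50%, luminescence cut by over half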;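 further: luciferase reports HSF-1 transcriptional activity via heat shock element; 0% = median of DMSO wells and -100% = zero luminescence signal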
IEC-6 tox: kills IEC-6 intestinal cells in KLF5 counter-screen; inhibition, % at 5 µM; IEC-6 cytotoxicity, luminescence viability; hit rate 0.78% among 290,000; in the data active means inhibition above about 22%;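 further: 0% = plate median of test compound wells and 100% = cytotoxic reference compound wells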
GSK3beta inhib: human GSK3beta kinase inhibition | P49841 | GST-GSK3beta kinase, ADP-Glo luminescence, 60 min; hits give low values | activity score (negative = inhibition), % at 10 µM | hit rate 0.038% among 300,000 | AID 2097;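 active means more than half of replicate wells score below -50%, meaning over 50% inhibition versus plate controls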;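 further: 0% = median DMSO wells and -100% = median GW8510 positive control wells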
Target sequence (P49841 whole entry, looked up): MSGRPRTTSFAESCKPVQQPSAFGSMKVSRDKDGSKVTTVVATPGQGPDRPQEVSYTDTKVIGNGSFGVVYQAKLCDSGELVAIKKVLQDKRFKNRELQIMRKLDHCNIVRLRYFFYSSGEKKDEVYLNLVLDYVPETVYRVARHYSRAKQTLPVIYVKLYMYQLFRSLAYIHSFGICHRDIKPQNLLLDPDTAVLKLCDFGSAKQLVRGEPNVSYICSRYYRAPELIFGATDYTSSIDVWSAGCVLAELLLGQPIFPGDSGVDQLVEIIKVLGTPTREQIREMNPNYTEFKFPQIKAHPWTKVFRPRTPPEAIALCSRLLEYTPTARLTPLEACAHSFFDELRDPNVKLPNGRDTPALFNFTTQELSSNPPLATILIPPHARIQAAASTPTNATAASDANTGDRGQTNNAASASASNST
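Test system – GST-tagged human GSK3beta kinase, cell-free · Incubation – 60 min enzyme reaction, room temperature · Signal – ADP-Glo luminescence · Also added – peptide substrate and ATP at 25 µM · Controls – DMSO neutral wells and GW8510 at 20 µM as positive · Buffer or medium – Tris/MgCl2 kinase buffer · Measure – Luminescence-derived activity versus plate DMSO and GW8510 wells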
GSK3 alpha inh: inhibitors of human GSK-3 alpha kinase. ADP-Glo luminescence, 60 min. hit rate 0.1% among 320,000. inhibition, % at 10 µM. P49840;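 in the data active means inhibition above about 50%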;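 further: GST-tagged GSK-3 alpha with peptide substrate and 25 µM ATP; 0% = DMSO neutral wells and 100% = GW8510 positive control wells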
Target sequence (P49840 whole entry, looked up): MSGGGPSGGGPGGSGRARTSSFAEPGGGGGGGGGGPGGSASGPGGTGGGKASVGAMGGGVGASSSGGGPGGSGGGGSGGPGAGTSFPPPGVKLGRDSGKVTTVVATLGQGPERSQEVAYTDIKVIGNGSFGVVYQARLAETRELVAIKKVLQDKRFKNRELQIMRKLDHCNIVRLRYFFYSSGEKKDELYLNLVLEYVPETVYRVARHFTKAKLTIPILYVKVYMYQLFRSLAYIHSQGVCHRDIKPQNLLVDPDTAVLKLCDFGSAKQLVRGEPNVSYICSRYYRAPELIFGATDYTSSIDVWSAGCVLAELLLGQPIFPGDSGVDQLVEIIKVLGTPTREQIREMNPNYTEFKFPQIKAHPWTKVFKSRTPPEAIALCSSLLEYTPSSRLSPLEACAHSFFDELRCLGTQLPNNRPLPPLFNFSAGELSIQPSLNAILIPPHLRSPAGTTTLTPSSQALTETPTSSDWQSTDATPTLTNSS
aSyn UTR inh: MLPCN primary screen, SNCA 5' untranslated region; alpha-synuclein 5'UTR reporter, inhibitor activity; inhibition, % (tested at 7.5 µM); hit rate 0.82% among 300,000; AID 1813; in the data active means inhibition above about 60%;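 further: H4 neuroglioblastoma cells stably carrying SNCA 5'UTR luciferase fusion; 0% = DMSO wells and 100% = positive control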
PolyA inhibitor: inhibitors of polyadenylation in S. cerevisiae; calls only at 12 µM; S. cerevisiae SKY197-pL101 polyadenylation reporter, beta-gal luminescence; efflux-impaired pdr1/pdr3 knockout yeast; score 100 = 6 SD above DMSO; hit rate 0.02% among 300,000;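 active means lowest replicate activity score at least 50, where 100 means six control SD above control mean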;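 further: yeast exposed to compound for 9 h at 30 °C; higher score means more reporter readthrough which indicates perturbed polyadenylation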
AI-2 QS mod: modulates the Vibrio harveyi AI-2 quorum sensing system | Vibrio harveyi JMH597 AI-2 luminescence/OD600 ratio, 9 h; hits give low values; strain lacks LuxN and CqsS sensors; 0 = neutral-control median | activity change, % at 7.5 µM | hit rate 0.4% among 300,000 | AID 2094; in the data active means activity change below about -75%, passing the limit was not always enough;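 further: luminescence divided by OD600 gain over 9 h not by final OD600 alone; inactives centre near 13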
KLF5 inh: kruppel-like factor 5 inhibition | DLD-1 KLF5 promoter-luciferase reporter, luminescence | inhibition, % at 5 µM | hit rate 0.23% among 290,000 | AID 1700;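 active means inhibition above a per-plate limit of that plate's mean compound inhibition plus 3 SD, cut at about 60% in these data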;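 further: 0% = DMSO wells and 100% = LY294002 at 200 µM; higher means less KLF5 promoter-driven luciferase light; inactives centre near -14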
HSF1 activator: increases HSF-1 driven luciferase reporter signal; NIH3T3-HGL HSF-1 luciferase reporter, MG132, 8 h; 100% = twice DMSO control signal; activation, % at 9 µM; hit rate 1.7% among 300,000; AID 504408;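 active means mean replicate activation of at least 50% with a set share of replicates each reaching 50%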;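 further: 0% = median of the neutral control wells and 100% = twice that signal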
HSP90 refold inh: blocks HSP90-mediated luciferase refolding in reticulocyte lysate | Rabbit reticulocyte lysate, luciferase refolding luminescence, 3 h | inhibition, % at 5.6 µM | hit rate 0.91% among 290,000 | AID 1789;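 active means inhibition above the screen-wide mean plus 3 SD, computed separately per campaign, cut at about 16% in these data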;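 further: 0% = DMSO wells and 100% = 60 µM geldanamycin wells; inhibitors lower the luminescence because luciferase stays unfolded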
An asterisk follows results filed as active; i = inactive; x = no result given. These rows are one share of the data; rates above refer to the full screens.

compound	HSF1 inhib	IEC-6 tox	GSK3beta inhib	GSK3 alpha inh	aSyn UTR inh	PolyA inhibitor	AI-2 QS mod	KLF5 inh	HSF1 activator	HSP90 refold inh
CCOc1ccc(-n2nnc3c(=O)n(CC(=O)Nc4cc(C)on4)cnc32)cc1	-3	0	-2	-1	1	i	7	-48	-7	5
CCc1cccc(C)c1NC(=S)N1CCCCC1c1cccnc1 (stereo unspecified)	-3	6	0	6	-4	i	17	-22	-4	-1
COc1ccc(-c2cc(C(F)(F)F)nc(SCC(=O)NCc3ccco3)n2)cc1OC	10	2	-12	-1	23	i	13	0	3	0
COc1ccc(C(=O)NC2CC2)cc1OC1CCN(Cc2ccc(SC)cc2)CC1	-6	8	-1	0	-2	i	8	-10	-8	-2
CCCC(=O)Nc1sc(Cc2ccccc2)c(C)c1C(N)=O	4	0	2	2	23	i	0	-9	11	0
CC(=O)Cc1nsc(NC(=O)c2c(-c3ccccc3Cl)noc2C)n1	-7	-2	1	-1	19	i	27	-7	4	1
COc1ccc(OC)c(N(CC(=O)Nc2ccccc2F)S(=O)(=O)c2ccccc2)c1	1	x	-1	6	10	i	23	x	-16	x
O=C(CN1C(=O)CCC1=O)Nc1ccc(S(=O)(=O)N2CCOCC2)cc1	-3	0	-2	0	-2	i	5	-2	0	2
O=C(Cn1cc2c(n1)CCCC2)NCc1cccc(Cl)c1	-1	-1	-1	-2	9	i	0	-14	5	0
O=C(O)COc1ccccc1/C=N/NC(=O)CSc1nc2ccccc2c(=O)n1-c1ccc(Cl)cc1	2	6	1	-3	6	x	19	-20	1	1
O=C(c1ccc(Cl)c(Cl)c1)N1CCOCC1	3	2	5	-4	2	i	6	-18	-4	0
Cc1ccc2oc(=O)cc(CN3CCCCC3)c2c1	-10	-3	3	-2	33	i	12	-13	4	2
CCOC(=O)c1ccc(NC2=CC(=O)C(=O)c3ccccc32)cc1	-5	7	-5	2	-14	i	21	20	-7	5
CCC(Sc1nc2cc(OC)c(OC)cc2c(=O)n1CCc1ccc(S(N)(=O)=O)cc1)C(=O)NCCOC (stereo unspecified)	-41	-1	1	2	13	i	18	-20	-55	2
Cc1ccc(CNC(=O)CCc2c(C)nc3c(c(C)nn3-c3ccc(C)cc3)c2C)cc1	3	5	0	-2	-11	i	7	6	-3	4
CCOc1cccc(-c2c(C(=O)N/N=C/c3cccnc3)nnn2-c2nonc2N)c1	-14	0	4	36	31	i	-11	-10	-34	-2
O=C(NCCCCCCNC(=O)OC1CCS(=O)(=O)C1)OC1CCS(=O)(=O)C1 (stereo unspecified)	-3	-3	-1	1	-28	i	15	-52	-11	3
Cc1csc(SCC(=O)Nc2cccc3nsnc23)n1	x	-5	x	8	x	x	x	-31	x	2
CCCS(=O)(=O)c1c(S(=O)(=O)CCC)c2c(N)cccn2c1C(=O)OC	-2	3	2	-5	11	i	14	-24	-3	-2
O=C1c2ccccc2C(=O)C1c1ccnc2ccccc12	-14	8	2	2	89*	i	15	-135	1	2
Cc1ccc(S(=O)(=O)NCc2ccccc2)cc1C(=O)NC1CCC(C)CC1 (stereo unspecified)	10	0	-1	0	-64	i	14	-144	8	-4
Cn1nc(C(F)(F)F)c(C#N)c1N1CCN(c2ccccc2F)CC1	0	-2	-2	2	-5	i	13	-10	1	0
Cc1ccc(S(=O)(=O)c2cc(C#N)c(=O)[nH]c2N)cc1	-11	-7	1	-4	-11	i	30	-14	-4	3
S=c1[nH]cc(-c2ccccc2)n1-c1ccccc1	-3	-13	-1	1	14	x	22	4	18	-2
COc1cc(/C=N/O)ccc1OCc1ccc(C(=O)O)cc1	-77*	0	-2	1	116*	i	7	84*	-81	76*
Cc1ccc(NC(=O)Cn2c(=O)n(CCC(=O)NC3CCN(Cc4ccccc4)CC3)c(=O)c3ccccc32)cc1	-3	-5	-2	-1	6	i	2	1	0	-2
O=C(NCc1cccnc1)c1ccc(S(=O)(=O)N2CCOCC2)cc1	0	-6	0	-2	8	i	-2	-8	15	3
O=C1NN(c2ccc(Cl)c(Cl)c2)C(=O)/C1=C/c1ccc(-c2ccccc2C(=O)O)o1	-1	-14	3	-11	-14	i	11	-22	-5	-3
CN(C(=O)CCc1nnc(-c2ccc(-c3ccccc3)cc2)o1)C1CCOCC1	-15	4	-1	-2	33	i	15	-51	-18	-2
COc1ccc(OC)c(-n2c(=S)[nH]c3c(sc(=S)n3-c3ccccc3C)c2=O)c1	-3	-1	-4	0	-12	i	27	-4	2	1
COc1ccc(C(CNC(=O)c2ccc(Cl)s2)N2CCOCC2)cc1 (stereo unspecified)	-3	x	-3	-2	-2	i	23	x	7	x
O=C(CCN1C(=O)c2ccccc2C1=O)NCc1ccncc1	-3	3	-3	-2	12	i	25	-6	15	10
CC1CN(C(=S)c2cccc([N+](=O)[O-])c2)CC(C)O1 (stereo unspecified)	-2	-2	-5	0	-23	i	19	15	-4	2
CCCCn1c(N)c(N(CCC(C)C)C(=O)c2cccc(N3C(=O)c4ccccc4C3=O)c2)c(=O)[nH]c1=O	2	x	1	-1	8	i	18	x	-1	x
Cc1[nH]n(-c2ccc([N+](=O)[O-])cc2)c(=O)c1C=NCCN1CCN(C(=O)c2ccccc2)CC1	-6	10	-2	4	-14	i	44	-19	11	1
O=C(COc1cc(F)ccc1[N+](=O)[O-])NCCCc1ccccc1	4	4	3	-1	7	i	9	-28	0	3
COc1ccc(N(CC(=O)N2CCN(Cc3ccccc3)CC2)S(=O)(=O)c2ccccc2)cc1	-7	-4	-1	5	8	i	29	-39	3	7
CCOc1cc(NS(=O)(=O)c2ccc(NC(C)=O)cc2)c(OCC)cc1NC(=O)c1cccs1	6	2	2	-2	32	i	13	-30	22	-2
CCS(=O)(=O)N1CCC(C(=O)NCc2ccccc2OC)CC1	-4	5	0	5	-3	i	7	-22	-13	5
CCc1ccccc1NC(=S)N=Nc1c(O)n(C)c2ccc(S(=O)(=O)N3CCOCC3)cc12	1	-3	1	3	80*	i	28	-3	8	2
CCOC(=O)c1cc(NC(=O)c2ccc(OC)cc2)c(=O)oc1-c1ccccc1	8	-2	-3	-2	-1	i	51	-19	2	-2
CCCCC[C@H]1CN(Cc2ccc(OC)cc2)C(=O)[C@@H]1CC(=O)NCc1ccccc1	-1	-12	-6	0	1	i	3	-8	13	-4
Cn1cnnc1SCC(=O)Nc1ccccc1F	-3	3	-22	-1	-3	i	11	-12	-17	2
CC1Nc2ccc(C(=O)NC3CCCCC3)cc2NC1=O (stereo unspecified)	9	-7	x	-1	6	x	x	11	-8	-2
CCN(CC)P(=O)(Nc1cccc(C(F)(F)F)c1)c1ccc(N(C)C)cc1NC(=O)c1ccco1 (stereo unspecified)	6	0	-2	-2	12	i	11	-12	14	2
Clc1ccc(Cn2cccn2)cn1	1	-11	-1	2	14	i	19	2	1	-4
Cc1ccc(/C=N/N(C)C2=NS(=O)(=O)c3ccccc32)o1	-3	2	-4	-3	-12	i	14	8	4	0
O=C(COC(=O)Cc1ccsc1)Nc1ccc(Cl)c(S(=O)(=O)N2CCOCC2)c1	-5	-2	-1	-2	10	i	-27	-52	18	4
O=C1c2cccc([N+](=O)[O-])c2C(=O)N1c1c[nH]c(=O)[nH]c1=O	0	2	4	-3	2	i	14	-2	8	1
Cc1nn(-c2ccccc2)c2sc(C(=O)OCc3nnc(-c4ccccc4)o3)cc12	4	6	2	0	13	i	8	-3	10	4
CCCCC1CCC(C(=O)N(CCOC)c2c(N)n(CCCC)c(=O)[nH]c2=O)CC1 (stereo unspecified)	5	x	4	1	15	i	13	x	3	x
Cc1ccc(S(=O)(=O)N2CCN(C(=O)c3cccs3)CC2)cc1	-6	4	-19	4	-11	i	7	-9	-26	-1
CCCCCCC(=O)N1CCN(c2cc3c(cc2F)c(=O)c(C(=O)O)cn3CC)CC1	-8	2	3	x	-3	i	50	-15	1	0
O=C(Nc1nc2ccc(F)cc2s1)C1CCN(S(=O)(=O)c2cc([N+](=O)[O-])ccc2Cl)CC1	-1	-7	11	-2	-197	i	23	-58	8	2
Nc1nc(SCC(=O)Nc2ccccc2)[nH]c(=O)c1-c1ccccc1	5	-1	0	-1	6	i	12	-34	7	0
O=C(Nc1cccc2ccccc12)c1ccccc1Cl	3	-3	0	1	-7	i	-6	-13	30	-2
O=S(=O)(NCc1cccnc1)c1ccc(Cl)s1	-2	8	0	0	5	i	20	15	-6	5
COc1ccc(Cc2[nH]n3c(=O)cc(C)nc3c2-c2ccccc2)cc1	-6	-2	1	-1	9	i	16	-10	3	1
CC1(OC(=O)CCc2ccccc2)C(=O)C=C2C=C(c3ccc(C#N)cc3)N(c3ccccc3)C=C2C1=O (stereo unspecified)	-2	x	2	x	28	i	37	x	-22	x
O=C(COC(=O)c1cccnc1)Nc1cccc2ccccc12	2	1	0	0	16	i	4	4	30	7

(further entries)
compound	HSF1 inhib	IEC-6 tox	GSK3beta inhib	GSK3 alpha inh	aSyn UTR inh	PolyA inhibitor	AI-2 QS mod	KLF5 inh	HSF1 activator	HSP90 refold inh
Cc1ccc(Cl)c(OCC(=O)Nc2ccccc2C(=O)NC2CC2)c1	3	-4	0	-2	14	i	20	-2	5	-2
CC1CCCN(C(=S)SCC(=O)O)C1 (stereo unspecified)	7	-6	1	-2	8	i	12	-12	25	-2
O=C(c1ccccc1SCc1ccccc1)N1CCOCC1	-1	0	-1	3	5	i	27	9	18	2
CCN(CC)C(=O)C1CCCN(c2ccc([N+](=O)[O-])cc2[N+](=O)[O-])C1 (stereo unspecified)	6	5	-1	-1	4	i	13	-13	8	2
CCN1CCN(C(=O)c2cc(=O)c3cc(C)ccc3o2)CC1	-7	2	3	-3	16	i	23	-19	1	3
OCCN1CCN(CC(O)COCCOc2ccc(Br)cc2)CC1 (stereo unspecified)	-2	2	-1	-3	-7	i	6	-6	-4	0
COc1cc2nc(C3CCC3)n(NC(=O)c3ccco3)c(=O)c2cc1OC	-5	-1	-3	-3	6	i	47	-28	9	-1
CC(C)CN(C(=O)CN(C)S(=O)(=O)c1ccc(Cl)cc1)C1CCS(=O)(=O)C1 (stereo unspecified)	-2	-5	1	-1	4	i	5	-16	6	4
Cc1nnc(SC(C)C(=O)N2CCc3ccccc32)s1 (stereo unspecified)	1	-4	-4	-4	-11	i	17	-49	9	-6
CS(=O)(=O)c1ccc(C2=C(c3ccccc3)C(=O)OC2)cc1	-2	x	-5	0	5	x	16	x	1	x
COc1ccccc1NC(=O)c1c(C)oc2c1CCCC2	5	6	-2	-3	-6	i	13	-21	28	7

From PubChem
